# Screens from PubChem BioAssay.
# Growth percent in the NCI-60 one-dose screen (48 h, 10 µM unless noted): 100 = growth as untreated, 0 = no growth, -100 = all killed.
# SF-268 – SF-268 CNS cancer cells; hit rate 3.1% among 82,000; AID 1794759
# CAKI-1 – CAKI-1 renal cancer | hit rate 4.7% among 75,000
# SNB-75 – SNB-75 CNS cancer; hit rate 5% among 79,000; AID 1794750
# NCI-H23 – NCI-H23 lung cancer; hit rate 4% among 80,000; AID 1794731
# A498 – A498 renal cancer cells. hit rate 5.4% among 76,000
# U251 – U251 CNS tumor cells. hit rate 5.4% among 80,000. AID 1794753
# SF-295 – SF-295 CNS cancer cells; hit rate 5.6% among 79,000; AID 1794758
# SF-539 – SF-539 CNS cancer. hit rate 6.8% among 81,000
# SNB-19 – SNB-19 CNS cancer cells. hit rate 2.5% among 81,000. AID 1794751
# * hit, by the source's call; . = no result given; & = joins results of further samples. Rule for the calls: active = growth percent below 10; inactive = the rest. Rows are unselected; overall some 10% were active at least once.
molecule	SF-268	CAKI-1	SNB-75	NCI-H23	A498	U251	SF-295	SF-539	SNB-19
COc1cc(-c2nc(-c3ccccc3)[nH]c2-c2ccnc(NCCCNS(=O)(=O)c3cccc(F)c3)n2)ccc1Cl	59	43	77	53	70	45	25	69	66
Nc1cc2ccccc2c(=O)n1NC(=O)c1ccc(F)cc1	98	88	86	105	96	90	90	92	97
CCCCCCC1=CC(=O)CC(=O)C1	103	104	97	103	.	89	101	112	97
Oc1[nH]c2ccc(Cl)cc2c1/C=c1/ccc2c(c1)N=C(c1cc(F)cc(F)c1)N=2	.	59	11	64	72	74	47	83	77
Nc1ncnc2c1ccn2-c1cccc(NC(=O)c2cccc(C(F)(F)F)c2)c1	67	70	67	91	83	45	36	64	88
COC(=O)[C@]1(C(C)C)N[C@H](c2cn(-c3ccccc3)nc2-c2ccccc2)[C@@H]2C(=O)N(c3ccc(OC)cc3)C(=O)[C@@H]21	116	100	94	98	118	100	98	.	103
CC(C)=CCC[C@](C)(O)[C@H]1CC[C@]2(C)[C@@H]1CC[C@@H]1[C@@]3(C)C/C(=C/c4cccnc4)C(=O)C(C)(C)[C@@H]3CC[C@]12C	91	79	82	103	82	96	101	103	95
O=C1NC(=O)C(Cn2cnc3ccccc32)C(=O)N1	100	95	80	95	99	100	102	100	95
CCC(CC)(c1ccccc1)C(O)c1ccccc1 (stereo not given)	93	84	84	97	80	102	109	98	103
O=C(Nc1nc(-c2ccccc2)cs1)c1cc(-c2ccc(Cl)cc2)nc2ccccc12	66	.	85	76	65	42	62	66	67
CC1=NN(c2cccc(Cl)c2)C(=O)/C1=C\c1cn(Cc2ccccc2)c2ccccc12	96	89	81	88	90	89	74	96	93
CC(C)(C(=O)O)c1ccccc1	109&115	95&103	94&101	100&95	107&107	105&103	95&101	102&87	101&97
O=C(c1ccc(-c2ccccc2)cc1)c1cccc(Br)c1	100	83	85	84	87	91	85	86	89
CCCCCCCC/C=C\CCCCCCCC(=O)OCCCCCCCCCCCCCC	96	84	109	99	.	101	96	104	107
O=C1NC(c2ccccc2)C(c2ccccc2)N1 (stereo not given)	103	108	93	92	.	.	103	99	106
O=C1/C(=C/c2ccc(N3CCCC3)cc2)Cc2cc3c(cc21)OCO3	109	92	92	.	.	101	99	99	100
Cc1c(C(=O)N[C@@H](Cc2ccccc2)C(=O)C(=O)NCc2ccccc2)[nH]c2ccccc2c1=O	101	98	83	96	96	99	103	101	99
CC[C@H](C)[C@H](NC(=O)[C@@H](N)CCC(N)=O)C(=O)N[C@@H](Cc1ccc(O)cc1)C(=O)N[C@@H](CCCCN)C(=O)N[C@@H](CCCCN)C(=O)N[C@@H](Cc1ccc(O)cc1)C(=O)N[C@@H](CCCNC(=N)N)C(=O)N[C@H](C(=O)N[C@@H](Cc1c[nH]c2ccccc12)C(=O)N[C@@H](Cc1ccc(O)cc1)C(=O)N[C@@H](CCCNC(=N)N)C(=O)N[C@@H](CCCCN)C(=O)N[C@@H](C)C(=O)N[C@@H](Cc1c[nH]c2ccccc12)C(=O)N[C@@H](CCCCN)C(=O)N[C@H](C(=O)N[C@@H](CC(C)C)C(=O)NCC(=O)N[C@@H](CCCCN)C(=O)N[C@H](C(N)=O)C(C)C)C(C)C)[C@@H](C)O	-30*	7.9*	15	-15*	65	24	35	-41*	49
COc1cc(/C=C2\SC(N3CCCCC3)=NC2=O)ccc1OCCCCCCOc1ccc(/C=C2\SC(N3CCCCC3)=NC2=O)cc1OC	-1.6*	4.5*	19	5.4*	7.6*	-3.4*	4.4*	-1.2*	44
CC(=O)Oc1ccc(CC(C(=O)O)c2ccccc2)cc1 (stereo not given)	114	93	91	.	86	.	95	108	104
CCCCC(S(=O)(=O)CC)S(=O)(=O)CC	102	48	96	102	109	103	99	99	99
C=CCn1c(SCC(=O)Nc2cccc(C(=O)/C=C/c3ccc(Br)cc3)c2)nc2ccccc2c1=O	90	74	62	85	89	75	91	67	77
O=C1C(Cl)=C(Cl)C(=C2C(Cl)=C(Cl)C(=O)C(Cl)=C2Cl)C(Cl)=C1Cl	.	106	94	104	108	101	99	93	86
N#Cc1c(-c2ccccc2Br)n2c(nc1=O)SC(=O)C2	104	98	94	105	104	99	98	106	104
CCOC(=O)c1cccc(NC(=O)CN2CCOCC2)c1	99	.	111	100	111	99	102	101	103

# Whole records as entered above:
# Profile of O=C1C(Cl)=C(Cl)C(=C2C(Cl)=C(Cl)C(=O)C(Cl)=C2Cl)C(Cl)=C1Cl → SF-268: .; CAKI-1: 106; SNB-75: 94; NCI-H23: 104; A498: 108; U251: 101; SF-295: 99; SF-539: 93; SNB-19: 86
# Profile of CC(=O)Oc1ccc(CC(C(=O)O)c2ccccc2)cc1 (stereo not given) → SF-268: 114; CAKI-1: 93; SNB-75: 91; NCI-H23: .; A498: 86; U251: .; SF-295: 95; SF-539: 108; SNB-19: 104

# The results go on:
molecule	SF-268	CAKI-1	SNB-75	NCI-H23	A498	U251	SF-295	SF-539	SNB-19
CCCCNc1nc(SC)nc(-c2cccc(N)c2)c1C#N	91	82	71	95	99	.	99	95	96
CCCCCCCCCCNc1nc(N)nc(Nc2ccc(C)cc2)n1	92	89	81	96	80	81	97	.	91
Cc1ccc(-c2nn(-c3ccccc3)cc2/C=C/C(=O)n2cnc3ccccc32)cc1	101	94	.	96	85	97	101	100	94
N#C/C(=C\c1ccc(C(F)(F)F)cc1)C(=O)Nc1sc2c(c1C#N)CCCC2	99	87	92	99	.	98	97	97	102
O=C(O)c1cc(=O)cc(C(=O)O)o1	95	99	88	95	88	99	100	95	101
O=C1/C(=C/c2ccccc2)SC(=NC2CCCCC2)N1Nc1ccccc1	78	63	102	83	69	72	86	95	70
O=C(COc1ccc(NC(=O)Nc2ccccc2)cc1)N=Nc1c(O)[nH]c2ccc([N+](=O)[O-])cc12	47	78	7.5*	11	133	-73*	70	-71*	0.6*
CC(C)(C)c1ccc(NCc2cn(-c3ccc(C(=O)O)cc3)nc2-c2ccccc2)cc1	94	95	81	87	93	88	82	91	93
CCOC(=O)C(C(=O)OCC)(C1CCCCCC1)N1CCCCC1	110	.	84	101	110	102	.	103	104
CCOC(=O)c1c(C)nc2c(c1N)CC(=O)N2Cc1ccccc1	98	91	92	89	80	97	91	96	109
Oc1ccc(/C=N/c2n[nH]c(-c3ccccc3)n2)c(O)c1O	88	.	73	81	87	83	95	95	86
COc1ccc(-c2nnc(CNc3ccc(F)cc3)o2)cc1OC	91	82	81	82	91	91	95	98	91
COc1ccc(C2CC(c3cccc(OC)c3)=NN2C(=O)c2cc(OC)c(OC)c(OC)c2)cc1 (stereo not given)	41	24	22	31	-0.5*	35	7.6*	-16*	28
CC(=O)OCCc1ccc(CCc2ccccc2)cc1	100	100	93	97	93	104	100	101	101
CCOC(=O)CCCN1C/C(=C\c2ccc(OC)cc2)C(=O)c2ccccc21	104	92	.	104	108	96	101	114	96
CC1=C2CC/C(C)=C/CC[C@]3(C)O[C@H]3CC/C(C)=C/[C@@H]2OC1=O	110	97	90	90	76	98	99	89	93
CCNc1cc(-c2cccc(OC(F)(F)F)c2)nc2ccc(N3CCCC3)cc12	49	31	82	7.1*	59	-68*	24	49	27
C=C(C)[C@@H]1CC[C@]2(C(=O)N3CCN(CC)CC3)CC[C@]3(C)[C@H](CC[C@@H]4[C@@]5(C)C/C(=C/c6cccc(I)c6)C(=O)C(C)(C)[C@@H]5CC[C@]43C)[C@@H]12	101	74	77	101	108	.	103	100	96
O=c1[nH][n+](-c2ccc(Cl)cc2)no1	48	18	74	92	83	83	35	67	91
Cc1cnc2ccc(Oc3ccccc3-c3ccccc3)nn12	106	94	126	97	116	100	98	104	100
COc1ccc(C(=O)C[C@]2(O)C(=O)Nc3c(Cl)ccc(Cl)c32)cc1	62	32	-39*	44	-24*	34	4.7*	-12*	39
CCOc1ccc(C)cc1N	104	.	103	101	118	89	108	103	106
COc1cc(C(=O)c2cnc(-c3cccc4[nH]ccc34)[nH]2)cc(OC)c1OC	25	17	30	26	-16*	20	22	1.1*	40
Cc1cc(=O)oc2cc(OC(=O)N(C(C)C)C(C)C)ccc12	93	84	77	96	88	94	101	92	89
O=[N+]([O-])c1cccc(-c2nc3sccn3c2-c2ccnc(NCCCNS(=O)(=O)c3ccc(F)cc3)n2)c1	9.3*	9.8*	.	-7.3*	30	27	5.6*	26	29

# Shown with each value named: part of the list above.
structure: Nc1ncnc2c1ccn2-c1cccc(NC(=O)c2cccc(C(F)(F)F)c2)c1
  SF-268: 67; CAKI-1: 70; SNB-75: 67; NCI-H23: 91; A498: 83; U251: 45; SF-295: 36; SF-539: 64; SNB-19: 88
structure: COC(=O)[C@]1(C(C)C)N[C@H](c2cn(-c3ccccc3)nc2-c2ccccc2)[C@@H]2C(=O)N(c3ccc(OC)cc3)C(=O)[C@@H]21
  SF-268: 116; CAKI-1: 100; SNB-75: 94; NCI-H23: 98; A498: 118; U251: 100; SF-295: 98; SF-539: .; SNB-19: 103
structure: CC(C)=CCC[C@](C)(O)[C@H]1CC[C@]2(C)[C@@H]1CC[C@@H]1[C@@]3(C)C/C(=C/c4cccnc4)C(=O)C(C)(C)[C@@H]3CC[C@]12C
  SF-268: 91; CAKI-1: 79; SNB-75: 82; NCI-H23: 103; A498: 82; U251: 96; SF-295: 101; SF-539: 103; SNB-19: 95
structure: O=C1NC(=O)C(Cn2cnc3ccccc32)C(=O)N1
  SF-268: 100; CAKI-1: 95; SNB-75: 80; NCI-H23: 95; A498: 99; U251: 100; SF-295: 102; SF-539: 100; SNB-19: 95

# Continuation.
molecule	SF-268	CAKI-1	SNB-75	NCI-H23	A498	U251	SF-295	SF-539	SNB-19
Cc1ccc2nc(C)cc(Nc3cccc(C(F)(F)F)c3)c2c1	107	94	77	93	68	91	90	95	93
COc1ccc(C2C(C#N)=C(N)Oc3n[nH]c(-c4cccs4)c32)cc1Br (stereo not given)	100	.	92	95	83	96	92	92	90
COc1cc(-c2nc(-c3nnc(-c4ccc(OC(F)(F)F)cc4)o3)c3ccccn23)cc(OC)c1OC	.	62	67	90	68	92	61	75	76
CCCCCCCCCCCCCCCCCC1=NCCCN1CCO	99	105	105	106	.	98	96	103	101
c1ccc(-c2nnc(Cn3cnnc3)o2)cc1	96	.	87	91	93	96	128	96	91
N#Cc1c(N)nc2c(c1N)C(Sc1ccc(Br)cc1)c1ccc(O)cc1O2 (stereo not given)	82	.	90	89	95	93	93	102	95

# Quoted at random: 3 entries already listed.
molecule	SF-268	CAKI-1	SNB-75	NCI-H23	A498	U251	SF-295	SF-539	SNB-19
COc1ccc(C2C(C#N)=C(N)Oc3n[nH]c(-c4cccs4)c32)cc1Br (stereo not given)	100	.	92	95	83	96	92	92	90
N#Cc1c(N)nc2c(c1N)C(Sc1ccc(Br)cc1)c1ccc(O)cc1O2 (stereo not given)	82	.	90	89	95	93	93	102	95
CCCCCCCCCCCCCCCCCC1=NCCCN1CCO	99	105	105	106	.	98	96	103	101
